Screening data deposited in PubChem BioAssay by Sanford-Burnham Center for Chemical Genomics.
NR3A LBD binder – binders of NR3A ligand-binding domain, primary screen, biophysical, differential scanning fluorimetry, uHTS; NR3A LBD differential scanning fluorimetry, Tm shift; 0% = protein alone, 100% = glycine-bound protein; Tm shift relative to glycine control, % at 25 µM; AID 1259313, 2017; hit rate 2.5% among 340,000; Glutamate receptor ionotropic, NMDA 3A (GRIN3A) ligand-binding domain;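 active = melting temperature shift of at least 10% of the positive control shift, at one fixed dose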
tim10-1 inh – growth inhibitors of tim10-1 mutant yeast, primary screen, luminescence, uHTS | inhibition, % at 20 µM | hit rate 2.2% among 330,000 | S. cerevisiae tim10-1 ts strain growth, BacTiter-Glo, 24 h;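 active = inhibition of at least 40%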;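 note: mutant grown at 25 °C; 0% = DMSO wells with yeast and 100% = wells holding no yeast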
TIM10 inh – growth inhibitors of isogenic TIM10 control yeast, primary screen, counter-screen for tim10-1 yeast inhibitor project, luminescence, uHTS. S. cerevisiae TIM10 strain growth, BacTiter-Glo luminescence, 24 h. inhibition, % at 10 µM. hit rate 1.4% among 330,000. AID 463195, 2010;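 active = inhibition of 40% or more at the single tested concentration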;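 note: wild-type TIM10 isogenic control strain grown at permissive 25 °C; 0% = DMSO yeast wells and 100% = minimal medium wells without yeast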
APJ antag – antagonists of human apelin receptor APJ, primary screen, CHO-K1 cells, beta-arrestin complementation, luminescence; inhibition, % at 20 µM; P35414; AID 2521, 2010; hit rate 0.32% among 330,000;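 active = inhibition above about 40% at 20 µM, limit read from the data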;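 note: cells challenged with 10 nM apelin-13 agonist together with compound; plate controls were apelin-13 plus DMSO wells for no effect and DMSO wells lacking apelin-13 for full effect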
Target sequence (P35414 whole entry, looked up): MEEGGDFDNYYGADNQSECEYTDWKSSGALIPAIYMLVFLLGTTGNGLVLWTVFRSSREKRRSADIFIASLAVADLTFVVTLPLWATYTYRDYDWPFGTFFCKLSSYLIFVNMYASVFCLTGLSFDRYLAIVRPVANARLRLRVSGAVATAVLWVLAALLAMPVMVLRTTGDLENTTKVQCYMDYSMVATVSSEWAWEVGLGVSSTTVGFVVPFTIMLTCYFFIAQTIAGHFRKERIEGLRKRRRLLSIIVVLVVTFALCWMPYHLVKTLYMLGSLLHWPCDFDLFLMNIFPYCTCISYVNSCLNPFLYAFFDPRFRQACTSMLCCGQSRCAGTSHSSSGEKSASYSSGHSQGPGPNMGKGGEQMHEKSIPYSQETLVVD
MPTP block – mitochondrial permeability transition pore inhibitors, primary screen, biochemical, isolated mouse mitochondria, absorbance; hit rate 1.4% among 360,000; Ca2+ swelling absorbance, 30 min; inhibition, % at 10 µM;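 active = inhibition of 50% or more, scaled per plate between neutral and stimulator controls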;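 note: 0% = DMSO wells given calcium and 100% = 1 mM EGTA wells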
tim23-1 inh – growth inhibitors of tim23-1 mutant yeast, primary screen, luminescence, uHTS | AID 463212, 2010 | inhibition, % at 20 µM | hit rate 1.3% among 330,000 | S. cerevisiae tim23-1 growth, BacTiter-Glo luminescence, 24 h;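 active = growth inhibition of the mutant yeast at or above 50%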;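 note: temperature-sensitive mutant grown at 25 °C; plate controls were DMSO-treated mutant yeast for no effect and medium wells lacking yeast for full effect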
beta cell repl – inducers of MIN6 beta-cell proliferation, primary screen, ATP luminescence, uHTS. AID 2380, 2010. hit rate 0.29% among 330,000. MIN6 cells proliferation, ATPlite luminescence, 48 h; cells starved in 0.2% serum; 100% = growth in 10% serum. proliferation, % at 10 µM;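 active = compounds whose signal lies at least 3.5 SD above the mean of all wells on their plate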;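 note: 0% = DMSO-treated cells in low-serum medium and 100% = 10% serum control; some compounds called inactive have numbers as strong as hits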
NLRP3 yeast inh – NALP3 inflammasome inhibitors in reconstituted yeast, primary screen, luminescence, uHTS | Yeast reconstituted NLRP3/ASC/caspase-1, beta-gal luminescence, 24 h | inhibition, % at 10 µM | hit rate 0.39% among 330,000 | AID 2825, 2010;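 active = inhibition of 50% or more; inactive = inhibition below 50%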;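 note: plate controls were induced DMSO wells for no effect and uninduced yeast grown without galactose for full effect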
APJ ag – agonists of human apelin receptor APJ, primary screen, CHO-K1 cells, PathHunter beta-arrestin, luminescence; P35414; 0% DMSO wells, 100% apelin; activation, % at 20 µM; hit rate 0.11% among 330,000; AID 2520, 2010;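 active = activation more than six SD over the plate average, tested at 20 µM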;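 note: 0% = DMSO alone and 100% = apelin-13 at 10 nM; some results filed as inactive read as strong as hits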
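system = engineered CHO-K1 APJ arrestin reporter cells | input = 1000 cells per well | timing = overnight seeding, 90 min compound at 25 °C, 1 h detection | measured by = enzyme-fragment complementation luminescence | read-out = beta-arrestin recruitment to APJ as agonist activity, luminescent signal | control set = negative DMSO alone, positive Apelin-13 at 10 nM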
The depositor's hits bear a star.

SMILES	NR3A LBD binder	tim10-1 inh	TIM10 inh	APJ antag	MPTP block	tim23-1 inh	beta cell repl	NLRP3 yeast inh	APJ ag
Cc1ccc(CC(=O)Nc2cc(C)ccn2)cc1	4	1	0	5	0.3	4	-3	16	-4
COc1ccccc1CNC(=O)Cc1cc(=O)[nH]c(=O)[nH]1	-2	24	-7	0	-1.8	15	-2	6	0
COc1ccc(C(=O)Nc2cccc(/C(C)=N/NC(=O)c3ccc([N+](=O)[O-])c(C)c3)c2)cc1OC	-7	14	9	-3	-1.2	-3	0	15	9
CCCn1nnc(NC(=O)c2cccc(OCC(C)C)c2)n1	2	15	7	4	16	25	0	18	-3
NS(=O)(=O)c1ccc(CCNC(=O)c2ccc(Cl)s2)cc1	-3	-6	-7	12	-0.6	-3	1	2	-1
Cc1cc(C(F)F)n2nc(C(=O)Nc3cccc(S(=O)(=O)N4CCOCC4)c3)nc2n1	-1	-20	0	9	0.3	-6	-3	5	-2
COc1ccc(C2NC(=O)NC(C)=C2[N+](=O)[O-])cc1 (stereo not drawn)	2	2	0	12	0.9	13	-2	-1	-3
Cc1ccc(S(=O)(=O)c2nc(-c3ccccc3)oc2N2CCCC2)cc1	-4	-2	6	-12	0.7	10	-1	3	-1
C[C@H](NC(=O)[C@@H]1Cc2ccccc2CN1C(=O)OC(C)(C)C)C(=O)NCC1CCCO1 (stereo partly drawn)	0	24	7	-17	2.8	8	-4	0	-5
Cc1ccc(/C=N/NC(=O)c2cc3c(s2)CCCC3)o1	-3	-18	14	-6	0.4	28	0	30	-4
Cc1cc(S(=O)(=O)Nc2cccnc2)c(Cl)cc1Cl	-1	7	6	6	0.3	8	-1	10	-1
O=C(O)CCSc1nnc(SCC(=O)NCC(F)(F)F)s1	2	8	9	6	0.7	2	4	0	-2
Cn1nc(C(=O)Nc2ccc(S(=O)(=O)Nc3ncccn3)cc2)ccc1=O	-2	6	6	4	-0.3	-3	-2	-11	2
CC1CN(C(=O)c2cc3c(=O)n4ccccc4nc3s2)CC(C)O1 (stereo not drawn)	0	-1	-8	-2	-0.3	11	0	2	1
Cc1oc(C(C)(C)C)cc1C(=O)NCC(=O)NCC(=O)O	0	-2	2	8	-0.9	8	-1	21	2
O=C(NC1CCCC1)C(c1ccncc1)N(Cc1ccccc1F)C(=O)c1csnn1 (stereo not drawn)	1	-9	-7	-17	-3.3	3	-1	25	0
CCOC(=O)c1ccc(NC(=O)CSC2=NN3CCCC(=O)N=C3S2)cc1	-2	10	-7	11	-1.5	6	-3	8	-2
O=C(c1nnc(-c2ccc(Cl)cc2)o1)C1CCCC1	0	23	22	3	1.1	17	-1	3	6
Cc1onc(-c2ccccc2Cl)c1C(=O)N1CCCc2ccccc21	3	12	13	10	1.9	26	-2	17	-3
CC(=O)Nc1ccc(S(=O)(=O)N2CCN(C(=O)c3ncoc3-c3cccc(F)c3)CC2)cc1	-1	-5	0	-10	0.1	12	-2	9	2

Entries of single compounds, quoted from the list.
Cc1ccc(S(=O)(=O)c2nc(-c3ccccc3)oc2N2CCCC2)cc1 as listed: NR3A LBD binder = -4; tim10-1 inh = -2; TIM10 inh = 6; APJ antag = -12; MPTP block = 0.7; tim23-1 inh = 10; beta cell repl = -1; NLRP3 yeast inh = 3; APJ ag = -1
Cc1ccc(CC(=O)Nc2cc(C)ccn2)cc1 as listed: NR3A LBD binder = 4; tim10-1 inh = 1; TIM10 inh = 0; APJ antag = 5; MPTP block = 0.3; tim23-1 inh = 4; beta cell repl = -3; NLRP3 yeast inh = 16; APJ ag = -4
CCOC(=O)c1ccc(NC(=O)CSC2=NN3CCCC(=O)N=C3S2)cc1 as listed: NR3A LBD binder = -2; tim10-1 inh = 10; TIM10 inh = -7; APJ antag = 11; MPTP block = -1.5; tim23-1 inh = 6; beta cell repl = -3; NLRP3 yeast inh = 8; APJ ag = -2

(continued)
SMILES	NR3A LBD binder	tim10-1 inh	TIM10 inh	APJ antag	MPTP block	tim23-1 inh	beta cell repl	NLRP3 yeast inh	APJ ag
CN(C)C(=O)CN1CCN(c2nc3nonc3nc2N2CCCCC2)CC1	1	2	-18	-21	-0.3	10	-3	5	0
Cc1cccc(CNc2ccc(C(CC(N)=O)NC(=O)c3cccc(Br)c3)cc2[N+](=O)[O-])c1 (stereo not drawn)	-31	-5	-7	22	0.1	-3	-2	13	-4
Cc1cc(/C=N\NC(=O)CC(=O)NC2CCCCC2)c(C)n1-c1ccc(Cl)c(Cl)c1	-3	46*	-9	-2	2.4	0	-2	7	-5
O=C(COc1cccc2ccccc12)N1CCN(c2ccccn2)CC1	1	40	14	15	0.0	24	0	25	-2
CCOc1ccc(C(=O)NC(C)(C)CC)cc1	-1	-7	5	6	-0.5	4	5	23	-3
COc1ccc(OC)c(S(=O)(=O)N/N=C(/C)c2c[nH]c3ccccc23)c1	25*	-3	-10	7	1.4	6	-2	6	8
O=C(COC(=O)c1ccccn1)NCc1cccc(Cl)c1	0	-3	-2	18	-2.1	-8	1	14	-4
COc1ccc(NS(=O)(=O)c2ccc(C)c(C(=O)N3CCCCCCC3)c2)cc1	1	8	7	0	-2.2	47	-3	22	-6
C/C(=N/NS(=O)(=O)c1ccc(Cl)cc1)c1cccc(O)c1	-7	-13	1	12	0.2	1	1	17	4
COc1ccc(C(CNC(=O)Nc2cccc(C)c2)N2CCN(C)CC2)cc1 (stereo not drawn)	1	-2	-16	10	-1.5	-3	-4	20	1
COC(=O)c1ccc2nc(NC(=O)CN3C(=O)CCC3=O)sc2c1	1	9	3	-10	-1.3	-3	0	17	-5
Cc1c(C(=O)CN2CCSCC2)c2ccccc2n1C	0	1	-19	0	0.7	19	-4	-4	0
O=C(CSc1nc2ccccc2s1)NC(=O)NCc1ccco1	-3	22	-10	8	1.6	1	-3	16	-2
Cc1ccc(S(=O)(=O)NC(C(=O)N2CCN(S(=O)(=O)c3cccc(F)c3)CC2)C(C)C)cc1 (stereo not drawn)	-3	9	9	11	-0.4	11	-1	15	-5
O=C(Nc1ccccc1-c1ccccc1)c1cnccn1	-1	3	-9	10	1.1	6	1	7	-4
O=C(c1cccs1)N1CCN(Cc2ccccn2)CC1	-2	7	-6	-7	-1.2	1	-2	8	-4
COc1ccc(-c2noc(CCC(=O)NC3CCN(Cc4ccccc4)CC3)n2)cc1	0	14	-17	-11	3.9	16	-1	15	1
O=C(O)CSc1nnc(-c2ccccc2O)n1Cc1ccccc1	0	5	2	-8	0.0	4	0	-5	-3
O=C(CC1(O)C(=O)Nc2ccccc21)c1ccccc1 (stereo not drawn)	-3	-15	1	17	-0.1	-6	-3	5	-1
N#Cc1c(Cl)cccc1N1CCCC1	1	-2	-2	0	2.5	10	-2	31	3

Printed as active in NR3A LBD binder, among the entries above:
molecule | NR3A LBD binder | APJ antag | MPTP block | NLRP3 yeast inh
COc1ccc(OC)c(S(=O)(=O)N/N=C(/C)c2c[nH]c3ccccc23)c1 | 25* | 7 | 1.4 | 6

Further entries:
SMILES	NR3A LBD binder	tim10-1 inh	TIM10 inh	APJ antag	MPTP block	tim23-1 inh	beta cell repl	NLRP3 yeast inh	APJ ag
CSc1ccc(CN(C)C(=O)C(Cc2ccccc2)NC(=O)c2ccccc2)cc1 (stereo not drawn)	14*	15	12	32	0.0	26	1	6	1
CCc1nnc(NC(=O)CCC(=O)NCc2ccc(OC)cc2)s1	-1	-6	-9	-9	1.6	-21	-2	10	-4
C/C(=N\N1CCN(Cc2ccccc2)CC1)c1ccco1	0	-9	-1	6	0.9	20	-2	4	-1
Cc1ccc(C(=O)Nc2ccc(S(=O)(=O)N3CCCC3)cc2)o1	2	7	10	-52	0.1	30	1	1	-2
O=C(c1ccco1)N1CCN=C1SCc1ccccc1F	-2	44*	16	-7	-1.0	27	8	16	-4
Cc1cccc(-n2ccnc2SCC(=O)Nc2nccs2)c1	3	24	9	-22	0.3	20	0	2	-4
CCOC(=O)C1=C(O)/C(=C/c2ccc(OCC(=O)O)c(OCC)c2)SC1=Nc1ccc(C)cc1	-3	11	8	-7	0.5	27	-1	2	-2
C/C(=N\NC(=O)c1ccn[nH]1)c1cn(C)nc1C	-1	-6	10	-12	-0.5	21	-4	7	0
CSc1nc2ccc(NS(=O)(=O)c3cccc(Cl)c3Cl)cc2s1	16*	31	31	1	60*	49	-4	15	-3
C/C(=N\NC(=O)Cn1nc(C)c(Br)c1C)c1cccs1	2	-15	-5	-10	1.7	-2	0	-1	-4
CC1CCCCC12NC(=O)N(CC(=O)OCC(=O)NCc1ccc(F)cc1)C2=O (stereo not drawn)	-1	10	3	22	-0.2	-4	-1	3	0
CCn1c(=S)[nH]c2cc(Cl)ccc21	0	-1	14	-18	1.8	6	0	18	4
O=C(Nc1cccc2ccccc12)C1CCN(C(=O)NCc2ccccc2)CC1	-1	19	8	-9	-2.0	17	-3	9	-1
CCOC(=O)C1CCCN(C(=O)c2cccc(S(=O)(=O)N3CC(C)OC(C)C3)c2)C1 (stereo not drawn)	-2	2	-14	-13	-0.2	19	-2	5	-1
COc1cc(C2C(C(C)=O)=C(O)C(=O)N2CCc2c[nH]c3ccccc23)ccc1O (stereo not drawn)	-3	9	3	9	1.4	6	-1	-11	-2
NC(=NCc1ccc2c(c1)OCO2)NC(=O)c1ccccc1	-7	-7	12	8	2.6	-2	5	2	-2
Cc1cc(C)n(/N=C/c2c[nH]c3ccccc23)c(=O)c1	-1	19	14	-30	-0.9	11	-2	1	-1

Sorted by value in MPTP block (descending): 3 of the compounds above.
compound | NR3A LBD binder | APJ antag | MPTP block | NLRP3 yeast inh
CCn1c(=S)[nH]c2cc(Cl)ccc21 | 0 | -18 | 1.8 | 18
Cc1ccc(C(=O)Nc2ccc(S(=O)(=O)N3CCCC3)cc2)o1 | 2 | -52 | 0.1 | 1
O=C(c1ccco1)N1CCN=C1SCc1ccccc1F | -2 | -7 | -1.0 | 16

This is a random part of the collection. About 7.2% of those tested had a hit in this group.
